Screening data from PubChem.
influenza NS1A: NS1A inhibition, H1N1 influenza, cell based functional assay (AID 504329) | NS1A functional cell-based assay, percent inhibition; higher % means a stronger effect | one-dose inhibition, % at 12.5 µM; IC50 in µM for titrated hits | 0.3% of 340,000 active; in the data active = a potency from the dose series; inconclusive = inhibition above about 27% without an active follow-up result; note: strong numbers were not always called active
tuberculosis growth: growth inhibition of non-replicating M. tuberculosis (AID 488890); Mycobacterium tuberculosis non-replicating, growth inhibition; higher % means a stronger effect; inhibition, % at 25 µM, or IC50 in µM where a hit was titrated; 0.39% of 320,000 active; in the data active = a potency from the dose series; inconclusive = inhibition mostly from about 82% at the one dose, without a potency; inactive = the rest, 99 in 100 with inhibition below about 76%;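 note: plate controls were DMSO cells for no effect and high antibiotic wells for full effect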
M. tuberculosis HTS: M. tuberculosis growth inhibition, HTS (AID 449762); M. tuberculosis H37Rv growth inhibition, 7H9 media; higher % means a stronger effect; inhibition, % at 25 µM; hits with a dose series show IC50 in µM; 0.59% of 330,000 active; in the data active = a potency from the dose series; inconclusive = inhibition above about 70% without an active follow-up result;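 note: bacterial growth assessed after seven days of incubation; strong numbers were not always called active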
VEEV TC-83 Vero: inhibitors of VEEV TC-83 cytopathic effect, confirmation, Vero cells (AID 588727) | Vero cells, VEEV TC-83 cytopathic effect inhibition; higher % means a stronger effect | inhibition, % at 20 µM, or IC50 in µM where a hit was titrated | 0.13% of 350,000 active; in the data active = a potency from the dose series; inconclusive = inhibition mostly from about 14% at the one dose, without a potency; inactive = the rest, 99 in 100 with inhibition below about 12%; note: strong numbers were not always called active
PhoP GFP inhibition: PhoP regulon inhibitors, Salmonella typhi PhoP promoter GFP reporter, confirmatory (AID 1850). 0.33% of 310,000 active. one-dose inhibition, % at 50 µM; IC50 in µM for titrated hits. Salmonella Typhi PhoP-promoter GFP reporter, fluorescence, 4 h; higher % means a stronger effect; in the data active = a potency from the dose series; inconclusive = inhibition mostly from about 25% at the one dose, without a potency; inactive = the rest, 99 in 100 with inhibition below about 19%;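 note: 0% = induced wells with vehicle and 100% = uninduced wells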
VEEV TC-83 Vero 10K pilot screen: recorded beside VEEV TC-83 Vero, whose call it bears; inhibition, %; measured here: 10K pilot screen inhibition
* hit, by the source's call; i = inactive; ? = inconclusive; / = no result given.

SMILES	influenza NS1A	tuberculosis growth	M. tuberculosis HTS	VEEV TC-83 Vero	PhoP GFP inhibition	others
CCc1cccc(C)c1NC(=O)CC(C)(C)CC(=O)O	8%	-9%	1%	1.3%	-13%
CCOc1ccc(N(CC)C(=O)CCS(=O)(=O)c2cccc3nonc23)cc1	-13%	11%	6%	2.8%	12%
CCOC(=O)c1ccc(N=c2sc(C(=O)OC)cc(=O)n2Cc2ccc3c(c2)OCO3)cc1	8%	-2%	-6%	?	4%
S=C(Nc1ccccc1)c1nc2ccccc2s1	2%	75%	9%	0.5%	-7%
C#CCNC(=O)C1=C[C@H](c2csc3ccccc23)C[C@H](OCCCCO)O1	1%	17%	4%	6.5%	-9%
Cc1nc(C)c(C(=O)Nc2cccc(F)c2)s1	-14%	-1%	4%	0.4%	3%
Cc1ccc([N+](=O)[O-])c2c1C(N1CC(C)OC(C)C1)C(C)(C)O2 (stereo not drawn)	-9%	11%	-5%	0.2%	-7%
CCOc1ccc(S(=O)(=O)Nc2nc3ccccc3nc2-n2ccc(=NC(=O)c3cccs3)cc2)cc1	-3%	10%	-2%	0.0%	-23%
CCN1C(=O)/C(=C/c2cccs2)N(C)C1=S	-8%	-13%	-2%	8.2%	4%
O=C(COc1ccc(-c2nnco2)cc1)Nc1c(F)cccc1F	-15%	-2%	2%	2.2%	2%
COc1ccc(C(=O)Nc2ccncc2)cc1OC	-13%	-7%	-8%	0.9%	2%
Cc1cc(C)n(-c2nc3ccccc3nc2N2CCN(C(=O)c3ccccc3)CC2)n1	-2%	8%	-6%	0.4%	-4%
CNS(=O)(=O)c1cccc(C(=O)OC2CCCCC2=O)c1 (stereo not drawn)	-7%	-7%	0%	0.1%	-1%
COc1cc(-c2noc(C3CCCN(C(=O)c4c(F)cccc4F)C3)n2)cc(OC)c1OC (stereo not drawn)	-8%	0%	-3%	9.2%	-2%
Cc1ccn2c(CNC(C)c3cn(C)nc3C)c(C(=O)N3CCCCCC3)nc2c1 (stereo not drawn)	-12%	11%	-18%	2.9%	0%

5 compounds out of the list, arranged by number of heavy atoms, lowest first:
SMILES	influenza NS1A	tuberculosis growth	M. tuberculosis HTS	VEEV TC-83 Vero	PhoP GFP inhibition	others
S=C(Nc1ccccc1)c1nc2ccccc2s1	2%	75%	9%	0.5%	-7%
COc1ccc(C(=O)Nc2ccncc2)cc1OC	-13%	-7%	-8%	0.9%	2%
CCc1cccc(C)c1NC(=O)CC(C)(C)CC(=O)O	8%	-9%	1%	1.3%	-13%
C#CCNC(=O)C1=C[C@H](c2csc3ccccc23)C[C@H](OCCCCO)O1	1%	17%	4%	6.5%	-9%
CCOc1ccc(S(=O)(=O)Nc2nc3ccccc3nc2-n2ccc(=NC(=O)c3cccs3)cc2)cc1	-3%	10%	-2%	0.0%	-23%

The listing picks up; the three compounds before the break are reprinted first.
SMILES	influenza NS1A	tuberculosis growth	M. tuberculosis HTS	VEEV TC-83 Vero	PhoP GFP inhibition	others
CNS(=O)(=O)c1cccc(C(=O)OC2CCCCC2=O)c1 (stereo not drawn)	-7%	-7%	0%	0.1%	-1%
COc1cc(-c2noc(C3CCCN(C(=O)c4c(F)cccc4F)C3)n2)cc(OC)c1OC (stereo not drawn)	-8%	0%	-3%	9.2%	-2%
Cc1ccn2c(CNC(C)c3cn(C)nc3C)c(C(=O)N3CCCCCC3)nc2c1 (stereo not drawn)	-12%	11%	-18%	2.9%	0%
CCn1c(=NC(=O)CN2C(=O)CCC2=O)sc2c(OC)ccc(OC)c21	-8%	-19%	-7%	i	4%
O=[N+]([O-])c1ccc2nnn(O)c2c1	4%	10%	-9%	0.8%	-3%
COC(=O)c1ccc(NC(=O)CN(C)S(=O)(=O)c2ccc(OC)c(C)c2)cc1	0%	30%	-3%	3.4%	-5%
Cn1c(CNc2ccc(Cl)cc2)nnc1SCC#N	-1%	69%	-3%	0.4%	-7%
CC(=O)c1ccc(NC(=O)Nc2ccc([N+](=O)[O-])cc2)cc1	-6%	71%	14%	1.5%	3%
CCOCCCNCc1ccc(OCc2ccccc2C)c(OC)c1	-3%	37%	4%	i	3%
O=C(COC(=O)c1nc(Cl)ccc1Cl)Nc1ccccc1OC(F)F	8%	52%	3%	i	-1%
CN(C)c1ccc(C2NCCS2)cc1 (stereo not drawn)	6%	9%	2%	i	9%
COc1ccc(C(c2c(C)n(C)n(-c3ccccc3)c2=O)c2c(C)n(C)n(-c3ccccc3)c2=O)cc1OC	-20%	-11%	6%	1.9%	-6%
COc1ccc(-c2nc(CSCC(=O)NC3CCCc4ccccc43)c(C)o2)cc1OC (stereo not drawn)	-1%	11%	-4%	10%	-3%
CC1Cc2ccccc2N1C(=O)Cn1cc([N+](=O)[O-])cn1 (stereo not drawn)	-17%	-11%	-4%	0.6%	8%
FC(F)(F)c1ccccc1N/N=C/c1cccnc1	3%	14%	20%	2.9%	4%
CCCN1CCN(C(=O)Cn2c(=O)oc3cc(S(=O)(=O)NCc4ccccc4)ccc32)CC1	-10%	-3%	-8%	0.9%	/
Cc1ccc(C(=O)CSc2nc(O)cc(=O)[nH]2)cc1C	-2%	14%	-2%	0.8%	-7%
CCn1c(COc2ccc(OC)cc2)nnc1SCc1nc2ccccc2c(=O)[nH]1	/	-1%	-7%	/	-3%
O=C(COC(=O)CN1C(=O)C2CCCCC2C1=O)NCc1ccc(Cl)cc1Cl (stereo not drawn)	-7%	-6%	4%	2.5%	/
O=C(c1ccccc1Cl)N1CCC(c2nc3c(nnn3Cc3ccco3)c(=O)[nH]2)CC1	6%	/	-8%	1.8%	-2%
CCc1ccc(N(C(=O)c2csnn2)C(C(=O)NCc2ccccc2)c2ccco2)cc1 (stereo not drawn)	4%	17%	/	4.5%	-1%
CCCCN(CC)S(=O)(=O)c1ccccc1	2%	12%	-6%	i	-7%
CCc1ccc(NC(=O)C2CCCN(S(=O)(=O)c3cnc[nH]3)C2)cc1 (stereo not drawn)	0%	1%	-7%	i	-5%
Cc1ccc(S(=O)(=O)N(Cc2ccc(Cl)cc2)c2ccccc2C(=O)O)cc1	0%	20%	-4%	i	1%
CCC(C)(C)NC(=O)c1ccc2c(c1)N(CC(=O)NC1CCCC1)C(=O)C(C)(C)O2	-1%	-1%	12%	i	3%
N#Cc1c(NCCCO)nc(-c2ccccc2)c2c1CCCC2	-7%	47%	-4%	i	2%
CC1CC2(CCCCC2)N2C(=O)C(=O)c3cccc1c32 (stereo not drawn)	13%	?	40%	i	-5%
CCC(C)n1c(SCC(=O)NC2CCCC2)nc2ccccc2c1=O (stereo not drawn)	-2%	7%	-1%	2.3%	-5%
O=C(CSc1nnc(C2CC2)n1C1CC1)c1cccs1	-6%	40%	0%	1.3%	/
Cc1nnc(NC(=O)CSc2nc3c(c(=O)n2CCc2ccccc2)SC(C)C3)s1 (stereo not drawn)	6%	-16%	-7%	0.3%	1%	VEEV TC-83 Vero 10K pilot screen=0.7
Cc1cccn2c(=O)c(/C=C(\C#N)S(=O)(=O)c3ccccc3)c(N3CCN(c4ccccc4)CC3)nc12	4%	2%	7%	0.7%	1%
c1cnc(OCCN2CC2)cn1	4%	/	/	i	/
O=C(COC(=O)c1ccccc1O)NCCc1c[nH]c2ccccc12	4%	65%	-16%	i	/
Cc1ccc(Cn2ccc(NC(=O)c3cc(-c4cccs4)on3)n2)cc1	6%	23%	1%	i	-4%
O=c1c2cc(N3CCOCC3)ccc2[nH]c(=S)n1CCN1CCCC1	-2%	14%	-11%	4.1%	8%
C#CCn1c(=NC(=O)c2cc(Cl)sc2Cl)sc2cc(S(N)(=O)=O)ccc21	10%	22%	3.4µM*	0.5%	1%
CCCNC(=O)CS(=O)(=O)c1ccccc1	-21%	10%	3%	5.0%	0%
CC1CCCC(C)N1C(=O)CSc1ccc(-c2ccc3c(c2)OCCO3)nn1 (stereo not drawn)	7%	10%	0%	10%	-2%
COc1ccc(-c2nc3ccccc3n2OC(C)C(=O)O)cc1 (stereo not drawn)	11%	1%	-5%	0.5%	-5%
CC/C(Cc1ccccc1)=N/NC(=O)CCn1nnc2ccccc21	-5%	-6%	7%	1.0%	-3%
CSCCC(NC(=O)COc1ccccc1)C(=O)N(C)Cc1ccc(F)cc1 (stereo not drawn)	-7%	46%	4%	0.6%	/
COc1ccc2c3c1O[C@H]1C(=O)CC[C@H]4[C@@H](C2)N(C)CC[C@]314	1%	-10%	2%	i	/
Cc1noc(NS(=O)(=O)c2ccc(NC(=O)c3cccc(S(=O)(=O)N(C)c4ccccc4)c3)cc2)c1C	-3%	/	/	1.9%	/
O=C(NCCS(=O)(=O)N1CCN(c2ccccc2)CC1)c1cccs1	8%	-9%	-4%	1.1%	4%
O=c1[nH]c2ccccc2c2oc(CCl)nc12	-8%	4.2µM*	1.1µM*	?	-13%
COc1ccc(S(=O)(=O)N(C)C[C@@H]2Oc3ccc(NS(=O)(=O)c4cn(C)cn4)cc3C(=O)N([C@@H](C)CO)C[C@@H]2C)cc1	-3%	6%	2%	i	/
COc1cccc(NC(=O)COC(=O)C2CCCCC2)c1	-3%	53%	3%	i	/
O=C(O)c1ccc(NN=Cc2cc(=O)[nH]c(=O)[nH]2)cc1	2%	/	/	7.6%	/
COc1nc(-c2ccccc2)c2c(c1C#N)CC(C)(C)OC2	9%	-11%	1%	2.5%	-2%
CCOC(=O)C1CCN(C(=O)Cn2cc(C#N)c3ccccc32)CC1	6%	4%	-2%	2.1%	-6%
C=CCN1CCc2c(cc(O)c(O)c2Cl)C(c2ccccc2)C1 (stereo not drawn)	5%	6%	14%	3.3%	1%
O=C(O)CCC(=O)Nc1ccc(Br)cc1C(=O)c1ccccc1Cl	10%	0%	9%	1.1%	-2%
CC1CC(C)CN(C(=O)COC(=O)c2nn(C)c(=O)c3ccccc23)C1 (stereo not drawn)	-3%	-3%	0%	0.4%	7%
O=C1c2ccccc2C2=Nc3ccccc3SC(c3cccc(F)c3)C12 (stereo not drawn)	7%	10%	14%	2.1%	?
Cc1ccc(SCCC(=O)N2CCCC2)cc1	6%	?	16%	0.2%	5%
C/C=C(\C)C(=O)Nc1cccc(C2=NOC3(C2)C[C@@H](C(N)=O)N(C(=O)/C(C)=C/C)C3)c1 (stereo partly drawn)	-1%	-8%	-1%	i	7%
NC(N)=NCC(O)CN(c1ccccc1)c1ccccc1 (stereo not drawn)	/	46%	-2%	2.9%	17%
CCCC(=O)NC(C)C(c1cccs1)N1CCN(c2ccccc2)CC1 (stereo not drawn)	3%	-1%	11%	i	0%
CCc1ccc(C(=O)N2CCC(c3nc4ccccc4s3)CC2)cc1	-8%	2%	-4%	6.1%	2%
CN(C)C(CNC(=O)c1ccc(NS(=O)(=O)c2ccc(F)cc2)cc1)c1ccco1 (stereo not drawn)	0%	14%	-3%	1.8%	2%
CCOC(=O)COc1ccc(S(=O)(=O)NCc2ccncc2)cc1	-4%	27%	4%	i	-2%
O=C(Cc1csc(N2CCOCC2)n1)N/N=C/c1ccc(F)cc1	-2%	-2%	-8%	1.3%	2%	VEEV TC-83 Vero 10K pilot screen=1.1
CCCS(=O)(=O)N1CCCC(C(=O)NCCCN2CCN(c3ccc(F)cc3)CC2)C1 (stereo not drawn)	-6%	5%	-6%	1.8%	2%
More compounds:
SMILES	influenza NS1A	tuberculosis growth	M. tuberculosis HTS	VEEV TC-83 Vero	PhoP GFP inhibition	others
CN(C(=O)COC(=O)c1ccccc1NCc1ccco1)c1c(N)n(Cc2ccccc2)c(=O)[nH]c1=O	-8%	13%	4%	4.9%	-10%
O=C(N/N=C/c1ccccc1O)c1cccc(C(F)(F)F)c1	-3%	<0.1µM*	1%	11%	-1%
COc1ccccc1C(=O)N1CCN=C1SCc1cccnc1	-10%	-1%	-8%	2.3%	-3%
CC1=CC(=C(C#N)c2nc3ccccc3s2)C=C(C)N1CC1CCCO1 (stereo not drawn)	2%	45%	0%	5.8%	-3%
COc1ccc2nc(C)cc(Nc3ccc(C(=O)O)cc3)c2c1	-17%	-15%	-1%	1.7%	-11%
CSc1cccc(NS(=O)(=O)c2ccc3c(c2)NC(=O)C(C)C(=O)N3)c1 (stereo not drawn)	-3%	25%	-6%	1.0%	2%	VEEV TC-83 Vero 10K pilot screen=0.2
Cn1c(CC(=O)Nc2ccccc2)nnc1SCC(=O)Nc1ccc(N2CCOCC2)cc1	12%	-5%	8%	i	-9%
Cc1ccccc1C(=O)NC(=S)Nc1ccccc1C(=O)O	1%	57%	-2%	0.6%	-2%
Cc1ccc(-c2nc3ccccc3c(C(=O)NCc3cccs3)c2C)cc1	-1%	7%	-2%	6.2%	6%
Cn1c(CN2CCOCC2)nnc1SCC(=O)Nc1cc(Cl)ccc1Cl	12%	-8%	13%	0.4%	-11%

Random draw from the library (roughly 1.5% active in at least one column).
